# PfGluPho inh – PfG6PD (Plasmodium falciparum) enzyme inhibition; PfGluPho enzyme, NADPH resazurin-diaphorase fluorescence; inhibition, % at 20 µM; hit rate 0.78% among 350,000;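 active = inhibition reaching at least a set limit at 20 µM in the primary screen, cut at about 59% in these data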;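 note: 0% = DMSO wells with substrate and 100% = DMSO wells lacking glucose-6-phosphate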
# SENP7 inh – SENP7 protease inhibition; Q9BQF6; recombinant SENP7, Z-RLRGG-aminoluciferin luminescence, 40 min; inhibition, % at 5 µM; hit rate 1.5% among 330,000;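 active = inhibition above about 50% at the single test dose, limit read from the data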;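 note: plate controls were DMSO with enzyme for no effect and no enzyme buffer wells for full effect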
# Target sequence (Q9BQF6 706-1050 limits assumed): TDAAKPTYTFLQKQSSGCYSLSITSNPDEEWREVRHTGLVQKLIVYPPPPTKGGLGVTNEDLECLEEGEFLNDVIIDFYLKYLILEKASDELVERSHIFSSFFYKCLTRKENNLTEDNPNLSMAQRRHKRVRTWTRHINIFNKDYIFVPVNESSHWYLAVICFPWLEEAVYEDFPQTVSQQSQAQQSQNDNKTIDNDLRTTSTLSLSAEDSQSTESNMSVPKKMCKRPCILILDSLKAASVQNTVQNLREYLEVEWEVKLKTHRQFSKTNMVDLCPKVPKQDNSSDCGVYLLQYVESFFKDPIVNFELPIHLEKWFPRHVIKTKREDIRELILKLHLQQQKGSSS
# MPTP block – permeability transition pore inhibition | isolated mouse mitochondria, Ca2+ swelling absorbance, 30 min | hit rate 1.4% among 360,000 | inhibition, % at 10 µM;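 active = inhibition of 50% or more, scaled per plate between neutral and stimulator controls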;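 note: 0% = DMSO wells given calcium and 100% = 1 mM EGTA wells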
# HKDC1 inh – HKDC1 (human) hexokinase inhibition; Q2TB90; recombinant HKDC1, G6PDH/diaphorase resazurin coupled fluorescence; inhibition, % at 20 µM; hit rate 0.16% among 340,000;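 active = inhibition above about 35% when tested at 20 µM, limit read from the data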;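 note: plate controls were DMSO wells with enzyme for no effect and DMSO wells lacking enzyme for full effect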
#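 Test system: recombinant HKDC1 (HK5) hexokinase enzyme, produced in-house / Doses: 20 µM test compound, 1% DMSO / Timing: 90 min, room temperature / Detection: G6PDH/diaphorase-coupled fluorescence, 1 mM NADP, 100 µM resazurin, 525/613 nm / Control set: DMSO wells with and without enzyme mix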
# ATG4B inhibitor – inhibitors of human ATG4B cysteine protease; AID 504462; inhibition, % at 8.33 µM; Q9Y4P1; hit rate 0.51% among 340,000; ATG4B cleavage of LC3-PLA2, NBD-HPC fluorescence, 1 h; in the data active = inhibition above about 40%
# SENP6 block – inhibitors of human SENP6 protease. Recombinant SENP6 catalytic domain, aminoluciferin luminescence. inhibition, % at 10 µM. hit rate 1.8% among 330,000;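 active = inhibition above about 50% at the single tested dose, limit read from the data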;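 note: plate controls were DMSO wells with enzyme for no effect and DMSO wells lacking enzyme for full effect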
# Target sequence (Q9GZR1 628-1112 limits assumed): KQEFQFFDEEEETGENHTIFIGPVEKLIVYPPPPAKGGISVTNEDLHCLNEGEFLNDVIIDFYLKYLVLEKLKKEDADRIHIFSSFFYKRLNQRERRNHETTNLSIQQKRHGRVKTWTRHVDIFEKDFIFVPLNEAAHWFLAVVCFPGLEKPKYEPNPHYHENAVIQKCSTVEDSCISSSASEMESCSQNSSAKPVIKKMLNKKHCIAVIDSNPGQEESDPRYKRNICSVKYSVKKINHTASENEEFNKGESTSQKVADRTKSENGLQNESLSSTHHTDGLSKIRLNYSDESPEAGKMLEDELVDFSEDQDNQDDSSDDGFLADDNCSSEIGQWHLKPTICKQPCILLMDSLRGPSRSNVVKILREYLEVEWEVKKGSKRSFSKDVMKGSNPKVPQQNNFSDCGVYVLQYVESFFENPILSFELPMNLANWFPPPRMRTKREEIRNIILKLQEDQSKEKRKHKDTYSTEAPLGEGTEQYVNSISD
# SENP8 block – inhibitors of human SENP8 protease | recombinant SENP8, Nedd8 substrate fluorescence | inhibition, % at 20 µM | hit rate 0.64% among 360,000 | AID 602440; in the data active = inhibition mostly above about 40%, no sharp cut-off; inactive = mostly below about 27%
# Target sequence (Q96LD8 whole entry, looked up): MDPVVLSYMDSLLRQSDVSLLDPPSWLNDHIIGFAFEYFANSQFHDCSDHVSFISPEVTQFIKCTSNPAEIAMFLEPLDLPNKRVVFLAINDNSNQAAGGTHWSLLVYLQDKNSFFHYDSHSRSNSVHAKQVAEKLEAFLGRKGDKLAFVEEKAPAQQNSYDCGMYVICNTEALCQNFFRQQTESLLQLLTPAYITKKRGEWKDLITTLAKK
# NR3A LBD binder – NR3A (human) ligand-binding domain modulation; NR3A LBD differential scanning fluorimetry, Tm shift; 0% = protein alone, 100% = glycine-bound protein; Tm shift relative to glycine control, % at 25 µM; hit rate 2.5% among 340,000;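 active = melting temperature shift of at least 10% of the positive control shift, at one fixed dose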
# * = called active by the depositor; . = not tested or not shown.
SMILES,PfGluPho inh,SENP7 inh,MPTP block,HKDC1 inh,ATG4B inhibitor,SENP6 block,SENP8 block,NR3A LBD binder
CC(=O)Nc1cc(C(=O)N2CCOCC2)ccc1S(=O)(=O)c1ccc(C)cc1,-9.8,3.5,-1.4,-11.0,-14.1,4.9,4.8,3.7
CCCCOC(=O)C1=C(C)Nc2ncnn2C1c1cc(OC)ccc1OC (centres undefined),5.8,-0.8,1.4,-0.9,-6.2,-14.9,13.6,-0.9
O=C(NCCOC(=O)c1ccc(F)cc1)c1ccc(F)cc1,-6.3,0.5,0.9,-5.7,-8.4,-13.3,6.7,-2.2
COCCCNC(=O)C1CCCN(S(=O)(=O)c2cccc3nsnc23)C1 (centres undefined),-1.7,5.0,-1.6,-4.4,-4.6,-3.4,15.4,-1.1
O=C(CSc1nnc(NC(=O)c2c(F)cccc2F)s1)NCc1ccco1,2.8,4.4,-0.8,1.4,-4.4,-10.4,3.0,4.3
Cc1cccc(NC(=O)C(NS(=O)(=O)c2ccc3c(c2)CCC(=O)N3)c2ccccc2)n1 (centres undefined),22.4,0.3,-1.3,-13.6,-2.5,-1.4,12.8,-0.2
CCC(C)[C@H](NC(=O)[C@@H]1CSC2c3ccccc3C(=O)N21)C(=O)N1CCCCC1 (some centres undefined),9.9,-3.3,-3.2,-1.5,-3.0,19.0,7.7,-1.3
O=C(Cc1ccc(Br)cc1)Nc1cccc(Cl)c1,15.8,6.7,1.2,-6.4,-0.6,-11.1,6.0,1.7
CCC(=O)c1ccc(OCC(=O)NCCc2ccccn2)cc1,-10.4,3.5,-0.2,1.3,9.5,2.5,4.4,-2.4
O=C(CN1CCN(c2ccccn2)CC1)Nc1cccc(S(=O)(=O)N2CCCC2)c1,-2.4,-0.2,0.8,3.4,-5.9,-21.7,-24.6,-1.2
COc1ccc(/C(O)=C2/C(=O)C(=O)N(CCN(C)C)C2c2cccnc2)cc1OC (centres undefined),-5.5,1.4,0.0,-7.2,-7.0,2.2,-392.5,-5.2
CCOC(=O)C(C)c1nc2ccccc2[nH]c1=O (centres undefined),-4.3,-5.9,0.3,-7.2,6.6,-10.7,-163.2,-0.3
COC(=O)c1cc(OC)c(OC)cc1NC(=S)Nc1cccc(C(C)=O)c1,15.2,.,-0.2,-9.0,-2.7,.,-61.7,-3.4
CCC(C)NC(=O)CSc1nnc(-c2ccncc2)n1-c1ccc(OC)cc1 (centres undefined),-10.9,5.4,-0.4,-2.5,-10.9,7.6,20.6,1.0
CCOC(=O)C1=CN(Cc2cccc(F)c2)S(=O)(=O)N(C)C1c1ccc(C(F)(F)F)cc1 (centres undefined),18.6,-6.6,1.3,5.1,.,.,-7.1,1.2
CC(C)(C)NC(=O)NC(=O)COc1ccc(Br)cc1Br,17.8,-7.1,0.4,-2.6,-6.8,-35.4,3.9,-15.0
O=C(Cc1c(Cl)cccc1Cl)Nc1cccnc1,23.5,-10.5,1.3,-3.8,-0.2,-31.5,13.0,-1.5
CC(C)CN1CCN(Cc2ccc(Oc3ncccn3)cc2)CC1CCO (centres undefined),-10.9,5.2,-0.9,-5.4,9.6,-17.3,16.2,-0.9
COC(=O)c1cc(NC(=O)C23CCC(C)(C(=O)O2)C3(C)C)cc(C(=O)OC)c1 (centres undefined),8.5,-3.9,-5.4,-0.9,-10.1,-11.5,2.0,2.1
O=C(Nc1cc(Cl)ccc1N1CCOCC1)C1=COCCO1,-18.7,0.8,0.0,-8.9,8.7,6.2,-7.0,1.0
COc1cc(CCC(=O)OCC(=O)Nc2ccccc2OC(F)F)cc(OC)c1OC,-9.5,-4.0,1.2,-13.3,6.8,0.9,9.7,-1.5
Oc1ccc2oc3c(c2c1)CCCC3,5.4,0.5,-7.3,4.3,-3.5,1.2,0.7,0.8
O=C(NC(Cc1ccccc1)C(=O)O)/C(=C/c1ccco1)NC(=O)c1cccc([N+](=O)[O-])c1 (centres undefined),-3.5,-12.5,1.0,-10.7,-10.1,-6.4,3.3,0.1
FC(F)(F)c1ccc(Cl)c(-n2c(-c3ccco3)n[nH]c2=S)c1,10.4,-6.5,0.0,-10.0,-12.2,8.3,15.2,-0.5
N#CC1=C(N)n2c(s/c(=C\c3ccco3)c2=O)=C(C#N)C1c1ccco1 (centres undefined),20.6,-3.0,9.2,8.5,10.5,-31.9,-51.1,0.8
# The results go on.
SMILES,PfGluPho inh,SENP7 inh,MPTP block,HKDC1 inh,ATG4B inhibitor,SENP6 block,SENP8 block,NR3A LBD binder
COc1ccc(-c2[nH]ncc2CNC(C)CCn2cccn2)cc1F (centres undefined),7.5,-17.8,-1.7,-3.7,-40.5,-23.9,-7.6,-1.2
COc1cc(CC(=O)Nc2cc(S(=O)(=O)N3CCOCC3)ccc2N2CCCC2)cc(OC)c1OC,-7.8,.,-0.1,-1.0,-4.2,.,-1.0,0.1
CCCOc1ccc(C(=O)N2CC3(CC(c4cccc(NC(=O)[C@@H]5CCC(=O)N5)c4)=NO3)C[C@H]2C(=O)NC2(C(N)=O)CC2)cc1 (some centres undefined),6.8,3.6,-1.1,-6.1,-6.6,-9.6,7.9,0.1
CCN1CCN(C(=O)c2ccc(CN(c3ccc(C)c(C)c3)S(C)(=O)=O)cc2)CC1,-19.0,-3.4,0.5,15.9,-3.3,17.5,11.8,-1.0
COc1ccc(-c2nc3ccccc3c(=O)n2NC(=S)N(C)C)cc1,80.4*,-1.6,1.4,-18.9,-11.4,-18.9,19.8,2.1
Cc1cc(NCCNC2=CC(=O)CCC2)nc2ccccc12,-5.2,-1.2,1.5,-2.5,-10.5,-4.3,-65.0,2.7
Cc1cc2nnc(SCC(=O)NC3CCCCC3)n2c(N)n1,-12.2,-1.4,-1.5,-6.7,-4.0,-17.1,5.3,-0.8
CC(C)CCNC(=O)C(c1ccc(O)cc1)N(Cc1cccs1)C(=O)C1COc2ccccc2O1 (centres undefined),-4.9,-0.3,-0.4,20.1,-6.0,-2.2,9.6,-2.9
COc1ccccc1-c1nnc(NC(=O)c2ccccc2F)o1,10.9,3.5,-3.1,-1.5,-3.9,10.1,9.2,1.5
Cc1ccc(NC(=O)CN(C)C(=O)COC(=O)c2nc3nccc(C)n3n2)cc1,-3.4,-2.4,-0.8,-2.2,-1.1,-24.1,21.8,-0.3
CC(C)(C)c1ccc(C(=O)CC(=O)c2cc(Cl)ccc2O)cc1,8.2,-0.8,32.1,-8.4,-0.5,-5.3,10.4,-0.4
CN(C(=O)/C(N=Nc1cccc(C(F)(F)F)c1)=C(\O)C(F)(F)F)c1ccccc1,0.2,-4.9,-0.3,-0.4,6.0,5.6,10.9,-2.6
COc1cccc(CCC(=O)Nc2cccc(S(=O)(=O)N3CCCC3)c2)c1OC,-6.5,-2.3,0.1,-1.2,0.0,-6.1,-13.9,7.3
Cc1ccc(S(=O)(=O)c2c(C)c(C)c(C)[nH]c2=O)cc1,-2.3,-4.8,-0.8,-0.7,1.7,11.0,-80.0,0.9
Cc1cccc(C)c1NC(=O)COC(=O)c1cc(S(=O)(=O)Nc2ccc(Cl)cc2)ccc1O,-10.2,3.6,0.5,-0.8,-2.8,-2.5,-397.7,7.5
C=CCNc1nc(-c2cccc(OC)c2O)nc2ccccc12,3.7,7.7,29.4,-3.2,-9.6,-13.5,4.4,-7.6
C/C(=N/N1CCN(c2ccccn2)CC1)c1cccc([N+](=O)[O-])c1,-1.9,-5.3,-1.3,-13.4,4.7,-8.6,21.3,-5.3
Cc1ccc(NC(=O)C(=O)Nc2ccc(C)cn2)nc1,-2.3,0.5,0.2,-8.7,1.8,-19.5,12.5,-1.4
Cc1ccsc1C(=O)OCC(=O)N(C)C1CCCCC1,-11.9,27.7,-1.5,-5.7,3.5,30.9,9.0,-0.2
Cc1ccc(S(=O)(=O)N2CCC3CC2c2cc(Cl)ccc23)cc1 (centres undefined),33.7,.,0.2,1.9,-5.2,.,3.0,0.3
COc1ccc2sc(N(CCN(C)C)C(=O)c3cc(Cl)sc3Cl)nc2c1,18.2,10.7,2.3,3.4,-3.9,-4.6,26.8,0.0
Cc1ccc(-c2nc(C=Nc3ccccc3)c(O)o2)cc1,10.6,-4.0,-1.9,-3.0,4.8,-15.5,-28.4,-10.5
CN(Cc1ccccc1)C(=O)Nc1ccccc1,-7.7,0.0,-0.6,-8.6,-2.6,8.2,-0.1,-13.8
O=C1/C(=C/c2ccc(O)c(O)c2)Oc2cc(O)ccc21,-8.2,5.6,0.1,9.6,-3.6,4.5,-240.5,15.1*
Cc1ccc2c(C)c(C(=O)N3CCN(c4ccncc4)CC3)oc2c1C,-12.5,-4.4,0.0,-7.0,-2.1,-15.3,4.6,1.5

# Some of the entries above, reformatted:
smiles	PfGluPho inh	SENP7 inh	MPTP block	HKDC1 inh	ATG4B inhibitor	SENP6 block	SENP8 block	NR3A LBD binder
CCCOc1ccc(C(=O)N2CC3(CC(c4cccc(NC(=O)[C@@H]5CCC(=O)N5)c4)=NO3)C[C@H]2C(=O)NC2(C(N)=O)CC2)cc1 (some centres undefined)	6.8	3.6	-1.1	-6.1	-6.6	-9.6	7.9	0.1
CCN1CCN(C(=O)c2ccc(CN(c3ccc(C)c(C)c3)S(C)(=O)=O)cc2)CC1	-19.0	-3.4	0.5	15.9	-3.3	17.5	11.8	-1.0
COc1ccc(-c2nc3ccccc3c(=O)n2NC(=S)N(C)C)cc1	80.4*	-1.6	1.4	-18.9	-11.4	-18.9	19.8	2.1
Cc1cc(NCCNC2=CC(=O)CCC2)nc2ccccc12	-5.2	-1.2	1.5	-2.5	-10.5	-4.3	-65.0	2.7
Cc1cc2nnc(SCC(=O)NC3CCCCC3)n2c(N)n1	-12.2	-1.4	-1.5	-6.7	-4.0	-17.1	5.3	-0.8

# (list continues)
SMILES,PfGluPho inh,SENP7 inh,MPTP block,HKDC1 inh,ATG4B inhibitor,SENP6 block,SENP8 block,NR3A LBD binder
Cn1c(Oc2ccc(F)cc2)c(C=O)c2ccccc21,0.6,-5.3,0.4,-5.8,-6.5,5.8,3.1,1.0
COc1ccc(CN2CCN(S(=O)(=O)c3ccc(C)cc3)CC2)cc1OC,4.5,4.6,1.7,-3.4,1.3,-14.1,25.4,1.9
CC(C)NS(=O)(=O)c1ccc(OCC(=O)N2CCN(c3ccccc3)CC2)cc1,-9.5,-3.1,-1.7,13.0,-3.6,2.9,-2.2,-3.2
CCc1nnc(N/N=C/c2ccccc2Cl)n1N,32.9,-4.7,1.2,-12.4,-8.3,-9.8,19.0,2.2
O=C(NNc1ccccc1[N+](=O)[O-])Nc1ccc(Cl)c(Cl)c1,43.9,-9.4,101.7*,3.5,6.3,-4.9,23.6,15.3*
Cc1cc(=O)[nH]c(SCC(=O)Nc2nnc(SCc3ccccc3)s2)n1,-44.2,-2.1,-1.8,-2.2,3.0,2.0,4.9,1.0
COc1ccc(NC(=O)Cn2cc(C(C)=O)c3ccccc32)cc1,-3.0,0.9,1.8,1.5,6.6,0.1,-1.9,-2.4
O=C(NCc1ccco1)C12CN(Cc3ccccc3)CC1C(c1cccc([N+](=O)[O-])c1)=NO2 (centres undefined),13.3,-3.9,0.4,-1.0,-7.1,-5.8,10.4,-1.9
O=C(COC(=O)c1c(F)cccc1Cl)NC(=O)Nc1ccc2c(c1)OCCO2,4.5,-3.3,-1.6,-4.6,1.2,-14.8,-2.4,2.5
Cc1cccc(OCC(=O)N(Cc2ccco2)C2CCS(=O)(=O)C2)c1 (centres undefined),-10.0,7.3,0.1,-0.7,-8.9,-4.3,13.2,-0.8
CCOC(=O)C1CCCN(C/C(O)=C(\C#N)c2nc(-c3ccc(Cl)cc3)cs2)C1 (centres undefined),-23.6,-13.0,7.5,14.0,-17.1,-29.8,2.1,1.3
CN(C)C(=S)Nc1ccc2c(c1)OCO2,50.0,6.6,-1.8,2.3,-5.8,11.6,10.7,0.4
CCOC(=O)c1ccc(CC(=O)c2ccc(O)c(O)c2O)o1,21.8,1.4,1.5,-12.4,-3.5,-3.2,36.5,-0.8
O=C(Cc1c[nH]c2ccccc12)N1CCc2ccccc21,24.5,7.0,-0.2,3.2,-2.6,5.2,-21.1,-2.6
Cc1nc2ncnn2c(N2CCN(C(=O)c3cccc(F)c3)CC2)c1C,-13.6,5.7,0.4,-2.7,-12.3,-5.8,15.2,0.8
Nc1nonc1-n1nnc(C(=O)N/N=C/c2cccc(Cl)c2Cl)c1CN1CCCC1,9.6,0.6,2.1,2.1,12.8,-13.0,-17.9,0.1
